CFTR F508del cor – correctors of CFTR F508del function in bronchial epithelial cells. CFBE cells, YFP halide quenching; stimulated with forskolin plus potentiator P3; % fluorescence drop versus neutral controls. activity (quench increase), % at 7.58 µM. actives 0.36% (n = 350,000). AID 720511;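 active means mean added fluorescence quench of at least 8% versus neutral control, with both replicates also reaching 8%; inconclusive means only one of the mean or replicate conditions met; inactive means mean below 8% and not both replicates reaching 8%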;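 further: cells transiently co-express mutant CFTR-F508del with the halide-sensitive YFP; corrector assay measuring rescue of mutant channel to the surface after 24 h compound exposure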
RAD54 inh – blocks human RAD54 Holliday junction branch migration; Q92698; AID 602329; FAM/BHQ fluorescence; inhibition, % at 10.4 µM; actives 0.14% (n = 360,000);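 active means mean normalized replicate activity at least 40 and at least half of replicates scoring 40 or more; inconclusive means only one of the two criteria met; inactive means mean below 40 and under half of replicates reaching 40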;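 further: 0% = median of neutral control wells and 100% = median of positive control wells; inhibitors cause a drop in the FAM fluorescence signal; in these data hits start at about 50%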
ERAP1 inh – ERAP1 (human) enzyme inhibition; actives 0.15% (n = 340,000); Q9NZ08; recombinant ERAP1, Leu-AMC fluorescence, 60 min; inhibition, % at 10.7 µM; AID 652197;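 active means mean replicate inhibition of at least 30%, or all replicates individually reaching that 30% level; inactive means mean below 30% and not every replicate reaching it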;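 further: 0% = neutral control wells and 100% = L-leucinethiol positive control wells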
Target sequence (Q9NZ08 whole entry, looked up): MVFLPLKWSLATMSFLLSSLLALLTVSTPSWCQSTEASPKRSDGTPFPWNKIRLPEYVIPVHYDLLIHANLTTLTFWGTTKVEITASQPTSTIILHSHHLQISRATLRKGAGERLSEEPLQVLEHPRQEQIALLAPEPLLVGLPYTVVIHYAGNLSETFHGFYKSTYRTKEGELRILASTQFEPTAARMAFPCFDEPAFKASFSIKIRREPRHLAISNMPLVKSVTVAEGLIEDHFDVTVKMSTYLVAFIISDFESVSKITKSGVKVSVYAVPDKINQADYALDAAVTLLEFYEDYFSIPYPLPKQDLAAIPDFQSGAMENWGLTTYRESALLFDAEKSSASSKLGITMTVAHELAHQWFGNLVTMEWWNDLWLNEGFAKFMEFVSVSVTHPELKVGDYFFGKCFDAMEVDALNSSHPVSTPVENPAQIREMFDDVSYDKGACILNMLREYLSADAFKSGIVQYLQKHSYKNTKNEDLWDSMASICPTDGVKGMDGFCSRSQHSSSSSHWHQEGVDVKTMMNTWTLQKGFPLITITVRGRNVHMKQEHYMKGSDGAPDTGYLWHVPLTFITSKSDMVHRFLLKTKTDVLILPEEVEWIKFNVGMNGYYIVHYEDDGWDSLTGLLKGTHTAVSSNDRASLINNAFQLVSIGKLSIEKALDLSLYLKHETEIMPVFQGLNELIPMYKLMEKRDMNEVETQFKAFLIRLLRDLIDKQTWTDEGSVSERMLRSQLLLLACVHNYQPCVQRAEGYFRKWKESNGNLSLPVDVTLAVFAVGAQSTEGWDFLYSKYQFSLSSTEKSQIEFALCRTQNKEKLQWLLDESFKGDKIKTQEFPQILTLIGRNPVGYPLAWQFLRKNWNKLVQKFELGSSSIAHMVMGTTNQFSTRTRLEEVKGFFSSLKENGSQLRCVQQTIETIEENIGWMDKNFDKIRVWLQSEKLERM
ARNT-TACC3 inh – ARNT/TACC3 interaction disruption; Q9Y6A5; AlphaScreen His-ARNT PAS-B/GST-TACC3 binding, luminescence; TACC3 fragment carries E629A point mutation; inhibition, % at 9.99 µM; actives 0.66% (n = 390,000);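 active means mean inhibition of replicates at least 50% and at least half of replicates each reaching 50%; inconclusive means half or more replicates reach 50% but mean below 50%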;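 further: 0% = complete ARNT plus TACC3 wells and 100% = ARNT alone without TACC3; many hits fall short of the cut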
Xi reactivation – X-chromosome reactivation activator; XiGFP mouse fibroblasts, % GFP-positive cells imaging, 3 d; cells co-treated with 5-aza-dC sensitizer; scaled so ellipticine positive control = 100%; activation, % at 7.58 µM; actives 0.055% (n = 360,000);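 active means mean normalized replicate activation at least 10% and every replicate at or above 10%; inconclusive means only one of the two criteria met; inactive means mean below 10% and not all replicates reach 10%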;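 further: 0% = median of on-plate neutral control wells and 100% = ellipticine 6 µM median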
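System: 68-5-11 XiGFP fibroblast line; Timing: 3 days compound exposure; Compound dosing: one concentration, pinned; Benchmarks: positive control ellipticine, 6 µM final; Buffer or medium: DMEM containing 5-aza-dC.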
RAD52 inh – RAD52 (human) annealing inhibition; P43351; recombinant RAD52 DNA annealing, FRET fluorescence; inhibition, % at 18.7 µM; actives 0.46% (n = 360,000);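 active means every replicate showing at least 50% inhibition; inconclusive means mean inhibition at least 50% but not in every replicate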
INS-1E GSIS act – GLuc luminescence reporter in INS-1E cells, primary screen for activators of glucose-dependent secretion of insulin | INS-1E GLuc reporter insulin secretion, 2-3 h | activation, % at 16.6 µM | actives 0.61% (n = 370,000);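 active means lowest replicate activation of at least 40%, so every replicate reaches that level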;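 further: 0% = median of neutral control wells and 100% = median of IBMX positive control wells; some compounds called inactive have numbers as strong as hits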
esBAF inh – blocks esBAF chromatin remodeling in mouse ES cells | Bmi1-luciferase knock-in reporter, 24 h; 100% = twice the neutral-well signal | actives 2% (n = 350,000) | reporter increase, % at 12.5 µM; in the data active means activation above about 40%; inconclusive means no clear call, values can overlap the other calls;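 further: 0% = median of the plate's neutral control wells and 100% = double that signal; a rise in the Bmi1 reporter signal indicates esBAF inhibition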
Numbers without * were called inactive; ? = inconclusive; . = no result given.

Every second line gives: CFTR F508del cor, RAD54 inh, ERAP1 inh, ARNT-TACC3 inh, Xi reactivation, RAD52 inh, INS-1E GSIS act, esBAF inh
> O=C(C[C@H]1C[C@@H]2c3cc(NC(=O)NC4CCCC4)ccc3O[C@@H]2[C@@H](CO)O1)NCC1CC1
 : 1.1, -6, -1, -5, 0.3, 1, 8, -1
> COc1cc(-c2nnc(SCC(=O)O)n2-c2ccccc2)cc(OC)c1OC
 : 1.2, 3, 0, -11, 0.0, -6, 3, 2
> CC(C)NC(=O)Nc1ccc2c(c1)CC(=O)N([C@@H](C)CO)C[C@H](C)[C@H](CN(C)S(=O)(=O)c1cccs1)O2
 : -2.5, 13, 1, -21, -0.1, -3, 4, -9
> OCCCNc1cc(-c2ccnc(Nc3cccc(Cl)c3)n2)ccn1
 : -7.1, -1, -1, ., 0.0, -8, -8, -79
> CC1CC(C)CN(CCCCOc2ccc([N+](=O)[O-])cc2)C1 (centres undefined)
 : ., 3, ., 1, 0.2, ., 30, .
> CCCCCn1c(C(Cc2ccccc2)NC(C)=O)nc2ccccc21 (centres undefined)
 : 3.8, -4, 9, -4, 0.0, 5, -2, 3
> CN1CCN(C(=O)C[C@@H]2CC[C@@H]3[C@@H](COc4ccc(NC(=O)C5CCCCC5)cc4C(=O)N3C)O2)CC1
 : 0.5, -1, 0, -16, 0.2, 9, 13, -6
> C[C@@H]1CN([C@H](C)CO)C(=O)c2cccc(NC(=O)C3CCCCC3)c2O[C@@H]1CN(C)C(=O)NC1CCCCC1
 : 0.0, 1, -3, -3, 0.2, -5, 0, 4
> NC(=O)CSc1nnc(COc2ccccc2)n1C1CCCCC1
 : ., 7, ., 1, ., ., 6, -5
> Cc1ccc(NS(=O)(=O)c2coc(C(N)=O)c2)cc1F
 : 1.4, -9, -1, ., 0.2, -5, -1, 0

Arranged by the number under CFTR F508del cor (lowest first): 3 from the list above.
SMILES | CFTR F508del cor | ERAP1 inh | ARNT-TACC3 inh | RAD52 inh | INS-1E GSIS act | esBAF inh
OCCCNc1cc(-c2ccnc(Nc3cccc(Cl)c3)n2)ccn1 | -7.1 | -1 | . | -8 | -8 | -79
CN1CCN(C(=O)C[C@@H]2CC[C@@H]3[C@@H](COc4ccc(NC(=O)C5CCCCC5)cc4C(=O)N3C)O2)CC1 | 0.5 | 0 | -16 | 9 | 13 | -6
CCCCCn1c(C(Cc2ccccc2)NC(C)=O)nc2ccccc21 (centres undefined) | 3.8 | 9 | -4 | 5 | -2 | 3

(further entries)
Every second line gives: CFTR F508del cor, RAD54 inh, ERAP1 inh, ARNT-TACC3 inh, Xi reactivation, RAD52 inh, INS-1E GSIS act, esBAF inh
> N#Cc1ccc(OCC(=O)OCC(=O)N2CCc3ccccc32)cc1
 : -0.6, -11, 0, ., 0.3, -56, 18, -7
> Cc1ccc(C(=O)Nc2c(C)n(C)n(-c3ccccc3)c2=O)cc1
 : -1.3, ., -2, -2, 0.0, 0, 2, .
> C[C@@H]1CN([C@H](C)CO)C(=O)Cc2cc(NC(=O)C3CCCCC3)ccc2O[C@@H]1CN(C)Cc1ccc(-c2ccccc2)cc1
 : -1.5, -11, 1, -6, 0.2, 3, -27, -5
> C[C@@H]1CN([C@@H](C)CO)C(=O)Cc2cc(NC(=O)Nc3ccc(C(F)(F)F)cc3)ccc2O[C@H]1CN(C)S(=O)(=O)c1ccc(F)cc1
 : 6.9, ., ., ., -0.2, ., 8, 3
> COc1ccc(N2CCN(C(c3ccc4ncccc4c3)c3nnnn3C(C)C)CC2)cc1 (centres undefined)
 : 3.1, 1, -2, 8, -0.2, 8, -13, .
> O=C(Nc1ccccc1)N1C[C@H]2[C@@H](c3ccccc31)[C@H](CO)N2C(=O)Cc1ccccn1
 : -1.9, 2, -2, -8, 0.2, -10, -13, 26
> O=C(/C=C/c1ccco1)NC(=S)Nc1cc(C(F)(F)F)ccc1N1CCOCC1
 : 1.8, ., -1, 2, 0.0, -44, 4, .
> COc1ccc(NC(=O)CSCC(=O)Nc2ccccc2N2CCCCC2)cc1
 : -4.1, -2, 2, -2, 0.2, -68, -24, -2
> CC(C)=CCNc1ncnc2c1c(C#N)cn2C1OC(CO)C(O)C1O (centres undefined)
 : -5.4, ., -4, -9, 0.3, -8, 55, .
> COc1ccc2c3c([nH]c2c1)[C@@H](CO)N(C(=O)Nc1ccc(F)cc1)CC31CN(C(=O)Nc2ccccc2)C1
 : 2.2, ., ., ., 0.0, 24, -17, .
> O=C(NC1CC2CCCC(C1)N2Cc1ccccc1)c1cccc(Cl)c1 (centres undefined)
 : -0.3, 3, -1, -2, 0.0, -7, -12, 4
> C[C@@H]1CN([C@@H](C)CO)C(=O)Cc2cc(NC(=O)c3ccncc3)ccc2O[C@@H]1CN(C)C(=O)Nc1cccc2ccccc12
 : -0.6, 2, -3, ., 0.4, -18, 7, -7
> O=C(C[C@@H]1CC[C@H]2[C@@H](COC[C@@H](O)CN2CCC(F)(F)F)O1)NCC1CCCCC1
 : -1.2, 3, ., 1, 0.3, ., -1, 0
> CO[C@H]1CN(C)C(=O)c2cc(NC(=O)Nc3ccccc3)ccc2OC[C@H](C)N(C(=O)CC2CC2)C[C@@H]1C
 : 1.2, -12, ., -2, 0.0, 0, -33, 48*
> COc1ccccc1C(N)=S
 : -4.3, -6, -3, 0, 0.1, -13, 4, .
> O=S(=O)(c1ccc(Br)cc1)N1CCN=C1SCc1cccnc1
 : 3.0, ., 3, 0, 0.3, -8, 27, .
> Cc1cccc(C)c1N(CC(=O)NCc1ccc(F)cc1)C(=O)c1csnn1
 : -1.4, ., ., -3, 0.0, -7, -15, -9
> Cc1cccc(NC(=O)C23CCC(C)(/C(=N/O)C2)C3(C)C)c1 (centres undefined)
 : ., 9, 6, -2, ., -9, -19, 7
> COc1cc(NC(=O)c2ccc(N3CCCC3=O)cc2)cc(OC)c1
 : -3.6, 1, 1, 25, -0.1, -48, 15, 59*
> CCOC(=O)C(NC(=O)NCc1cccc(C(F)(F)F)c1)(OCC)C(F)(F)F (centres undefined)
 : ., ., -1, -7, 0.3, -3, -45, .

An excerpt from above with just esBAF inh and INS-1E GSIS act:
| structure | esBAF inh | INS-1E GSIS act |
| --- | --- | --- |
| COc1cc(NC(=O)c2ccc(N3CCCC3=O)cc2)cc(OC)c1 | 59* | 15 |
| CCOC(=O)C(NC(=O)NCc1cccc(C(F)(F)F)c1)(OCC)C(F)(F)F (centres undefined) | . | -45 |

New compounds follow
Every second line gives: CFTR F508del cor, RAD54 inh, ERAP1 inh, ARNT-TACC3 inh, Xi reactivation, RAD52 inh, INS-1E GSIS act, esBAF inh
> CNC[C@H]1OCCCC[C@@H](C)Oc2ccc(N)cc2C(=O)N([C@H](C)CO)C[C@H]1C
 : -2.2, ., ., ., -0.1, ., 12, -1
> CC(C)CC#Cc1ccc2c(c1)O[C@H](CN(C)Cc1cccnc1)[C@@H](C)CN([C@@H](C)CO)S2(=O)=O
 : -0.6, ., ., ., -0.5, 5, -24, 2
> CCCCn1c(CN2CCN(C(=O)OCC)CC2)nc2c1c(=O)[nH]c(=O)n2C
 : 0.2, ., 1, -3, ., -1, -1, .
> COc1ccc(C(=O)Nc2ccc3c(c2)C(=O)N(C)C[C@@H](OC)[C@@H](C)CN[C@@H](C)CO3)cc1
 : 0.1, -2, 3, 4, 0.3, -5, 0, -3
> CCCC(=O)N1CCC2(CC1)CN(C(=O)C1CCCCC1)[C@H](CO)c1[nH]c3cc(OC)ccc3c12
 : -2.6, ., 3, ., 0.4, -3, -3, .
> COc1ccc(-c2ccc3c(c2)C2CC3CCN2)cc1 (centres undefined)
 : 3.3, 0, 0, 2, 0.0, -2, ., -2
> CC1(C(=O)NCc2ccc(Cl)cc2)CCN1C(=O)Cc1cccs1 (centres undefined)
 : 1.7, 3, -1, ., 0.0, -12, ., -12
> CC(C)(CNc1ccc([N+](=O)[O-])cc1Cl)N1CCOCC1
 : -0.1, 0, 1, 0, 0.0, -9, 4, -8
> O=C(c1cnn(C(=O)c2cccc(S(=O)(=O)N3CCOCC3)c2)c1)c1ccccc1O
 : -1.6, ., 1, -13, 0.4, -23, 0, .
> CC(NC(=O)Cc1ccccc1)C(=O)O (centres undefined)
 : -2.5, -8, 3, -6, 0.1, -11, 18, -10

Single records, as listed above. Order of values: CFTR F508del cor | RAD54 inh | ERAP1 inh | ARNT-TACC3 inh | Xi reactivation | RAD52 inh | INS-1E GSIS act | esBAF inh
Results for COc1ccc(C(=O)Nc2ccc3c(c2)C(=O)N(C)C[C@@H](OC)[C@@H](C)CN[C@@H](C)CO3)cc1 = 0.1 | -2 | 3 | 4 | 0.3 | -5 | 0 | -3
Results for O=C(NC1CC2CCCC(C1)N2Cc1ccccc1)c1cccc(Cl)c1 (centres undefined) = -0.3 | 3 | -1 | -2 | 0.0 | -7 | -12 | 4
Results for CO[C@H]1CN(C)C(=O)c2cc(NC(=O)Nc3ccccc3)ccc2OC[C@H](C)N(C(=O)CC2CC2)C[C@@H]1C = 1.2 | -12 | . | -2 | 0.0 | 0 | -33 | 48*
Results for CC1(C(=O)NCc2ccc(Cl)cc2)CCN1C(=O)Cc1cccs1 (centres undefined) = 1.7 | 3 | -1 | . | 0.0 | -12 | . | -12
Results for O=C(/C=C/c1ccco1)NC(=S)Nc1cc(C(F)(F)F)ccc1N1CCOCC1 = 1.8 | . | -1 | 2 | 0.0 | -44 | 4 | .

Continuation:
Every second line gives: CFTR F508del cor, RAD54 inh, ERAP1 inh, ARNT-TACC3 inh, Xi reactivation, RAD52 inh, INS-1E GSIS act, esBAF inh
> CCN1CCN(CCC2Oc3cc([N+](=O)[O-])ccc3NC2=O)CC1 (centres undefined)
 : 0.7, -7, 5, 9, 0.0, -3, -25, -2
> COC1CCCCC1NS(=O)(=O)c1ccccc1 (centres undefined)
 : ., 3, ., 1, ., ., 9, -1
> c1ccc(Cc2nnc3sc(-c4ccc5c(c4)OCCO5)nn23)cc1
 : -2.0, -5, 1, -2, 0.1, -22, 2, 33
> CCOC(=O)c1sc(=NC(=O)/C=C/c2ccccc2)n(C)c1C
 : 1.7, 7, 0, 0, 0.1, -5, 16, ?
> Cc1cc(C)c(S(=O)(=O)N2CCN(c3ccccn3)CC2)c(C)c1
 : 0.6, -9, -3, 0, 0.1, 0, -1, .
> Cc1ccc2c(c1)C(c1ccccc1)N(C(=O)c1ccc(Br)cc1)CC(=O)N2 (centres undefined)
 : 1.5, -6, -7, 1, 0.0, -11, -21, 0
> CC(=O)c1c(OCC(=O)N(C)C2CCCCC2)ccc2c(C)cc(=O)oc12
 : 1.8, 2, 1, 37, 0.0, 0, ., 1
> Cc1cc(S(=O)(=O)N2CCN=C2c2ccccc2)c(C)cc1Cl
 : ., ., -1, -5, 0.0, -6, ., .
> CCOc1ccc(NC(=O)CSc2nncn2C)cc1
 : 0.2, -14, 4, -1, 0.0, -9, ., 2
> O=C1OC(Nc2nc(-c3ccc(F)cc3)cs2)c2ccccc21 (centres undefined)
 : -0.3, -11, -2, -11, 0.0, -12, -3, 8
> C[C@H](NC(=O)c1nc[nH]c1C(=O)N[C@@H](Cc1ccccc1)C(=O)OCc1ccccc1)c1ccccc1
 : -0.1, 2, 1, 5, 0.1, -12, -4, -38
> C[C@H](O)C#Cc1ccc([C@@H]2[C@H](CO)N3CCCCN(CC4CC4)C[C@@H]23)cc1
 : 2.8, -2, -1, 3, 0.2, 9, 7, 3
> O=C(N1CCN(c2cccc(Cl)c2)CC1)C1(c2cccs2)CCOCC1
 : ., -9, ., -2, ., ., -18, -3
> O=C(NCc1ccccc1Cl)c1ccc2nnsc2c1
 : -2.2, 9, 0, -1, 0.0, -8, 4, -4
